Screens: PubChem BioAssay, several laboratories
Neddylation inh: cullin neddylation inhibition | actives 0.58% (n = 360,000) | TR-FRET cullin neddylation, biochemical | AID 651699 | calls only at 25 µM | P61081+Q13564; in the data active means inhibition above about 36%
CendR NRP1 mod: modulators of CendR peptide binding to human neuropilin-1 | O14786 | FAM-RPARPAR peptide binding to NRP-1, fluorescence polarization | inhibition, % at 25 µM | actives 0.85% (n = 360,000);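 active means inhibition or corrected inhibition above about 18%, plus a signal ratio from 0.5 to 1.5, limit read from the data, passing the limit was not always enough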; further: strong numbers were not always called active
FAS TE block: FAS thioesterase (human) inhibition | actives 0.67% (n = 360,000) | inhibition, % at 15 µM | recombinant FAS-TE, OMFH fluorogenic substrate, fluorescence endpoint | AID 602261;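 active means compounds whose normalised, plate-corrected inhibition of enzyme fluorescence in the single-dose primary screen is 50% or more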;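 further: 0% = DMSO with enzyme and 100% = substrate without enzyme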
PABP1 MLLE inh: blocks PAM2 peptide binding to the PABP1 MLLE domain | GST-MLLE / FITC-PAM2 fluorescence polarization | P11940 | inhibition, % at 20 µM | actives 0.36% (n = 360,000) | AID 588489; in the data active means inhibition above about 35%, passing the limit was not always enough;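 further: plate controls were DMSO wells with GST-MLLE for no effect and wells lacking GST-MLLE protein for full effect; some results filed as inactive read as strong as hits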
bovine MsrA act: bovine methionine sulfoxide reductase A activation; purified bovine MsrA, absorbance read-out; activation, % at 10.6 µM; actives 0.3% (n = 360,000); in the data active means activation above about 7.5%;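 further: 0% = vehicle and 100% = reference activator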
Rin1 Abl inh: human Rin1-Abl interaction inhibition; inhibition, % at 7.35 µM; actives 0.4% (n = 360,000); P00519+Q13671; TR-FRET Rin1/Abl binding, biochemical; in the data active means inhibition above about 5%, passing the limit was not always enough
Target sequence (P00519 whole entry, looked up): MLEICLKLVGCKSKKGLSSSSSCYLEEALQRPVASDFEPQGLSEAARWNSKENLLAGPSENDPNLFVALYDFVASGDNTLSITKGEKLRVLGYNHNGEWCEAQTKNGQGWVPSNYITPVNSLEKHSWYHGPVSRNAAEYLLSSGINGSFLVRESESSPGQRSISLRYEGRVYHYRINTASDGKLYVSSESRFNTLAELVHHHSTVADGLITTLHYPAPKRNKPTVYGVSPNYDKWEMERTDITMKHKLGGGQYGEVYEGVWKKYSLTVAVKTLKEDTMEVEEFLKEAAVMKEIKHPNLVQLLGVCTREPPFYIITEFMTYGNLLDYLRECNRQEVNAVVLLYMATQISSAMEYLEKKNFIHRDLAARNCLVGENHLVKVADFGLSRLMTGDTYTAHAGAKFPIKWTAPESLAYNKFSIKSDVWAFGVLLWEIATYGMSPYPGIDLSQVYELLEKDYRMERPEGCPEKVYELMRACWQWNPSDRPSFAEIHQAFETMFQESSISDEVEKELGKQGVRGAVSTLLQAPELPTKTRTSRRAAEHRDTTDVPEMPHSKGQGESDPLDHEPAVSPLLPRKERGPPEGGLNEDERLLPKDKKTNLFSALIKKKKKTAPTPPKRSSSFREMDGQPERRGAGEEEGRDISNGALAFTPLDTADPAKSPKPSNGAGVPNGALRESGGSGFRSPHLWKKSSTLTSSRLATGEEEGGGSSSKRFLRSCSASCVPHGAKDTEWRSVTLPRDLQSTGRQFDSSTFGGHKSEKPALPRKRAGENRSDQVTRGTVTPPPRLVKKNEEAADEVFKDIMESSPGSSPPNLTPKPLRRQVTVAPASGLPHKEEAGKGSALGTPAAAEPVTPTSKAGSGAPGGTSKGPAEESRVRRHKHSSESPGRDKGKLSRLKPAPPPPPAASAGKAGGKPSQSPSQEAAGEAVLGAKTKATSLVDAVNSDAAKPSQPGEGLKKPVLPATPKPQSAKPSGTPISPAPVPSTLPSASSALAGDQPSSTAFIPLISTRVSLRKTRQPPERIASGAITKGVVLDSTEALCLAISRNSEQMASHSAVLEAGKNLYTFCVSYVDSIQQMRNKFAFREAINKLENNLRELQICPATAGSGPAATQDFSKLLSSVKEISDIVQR
Target sequence (Q13671 whole entry, looked up): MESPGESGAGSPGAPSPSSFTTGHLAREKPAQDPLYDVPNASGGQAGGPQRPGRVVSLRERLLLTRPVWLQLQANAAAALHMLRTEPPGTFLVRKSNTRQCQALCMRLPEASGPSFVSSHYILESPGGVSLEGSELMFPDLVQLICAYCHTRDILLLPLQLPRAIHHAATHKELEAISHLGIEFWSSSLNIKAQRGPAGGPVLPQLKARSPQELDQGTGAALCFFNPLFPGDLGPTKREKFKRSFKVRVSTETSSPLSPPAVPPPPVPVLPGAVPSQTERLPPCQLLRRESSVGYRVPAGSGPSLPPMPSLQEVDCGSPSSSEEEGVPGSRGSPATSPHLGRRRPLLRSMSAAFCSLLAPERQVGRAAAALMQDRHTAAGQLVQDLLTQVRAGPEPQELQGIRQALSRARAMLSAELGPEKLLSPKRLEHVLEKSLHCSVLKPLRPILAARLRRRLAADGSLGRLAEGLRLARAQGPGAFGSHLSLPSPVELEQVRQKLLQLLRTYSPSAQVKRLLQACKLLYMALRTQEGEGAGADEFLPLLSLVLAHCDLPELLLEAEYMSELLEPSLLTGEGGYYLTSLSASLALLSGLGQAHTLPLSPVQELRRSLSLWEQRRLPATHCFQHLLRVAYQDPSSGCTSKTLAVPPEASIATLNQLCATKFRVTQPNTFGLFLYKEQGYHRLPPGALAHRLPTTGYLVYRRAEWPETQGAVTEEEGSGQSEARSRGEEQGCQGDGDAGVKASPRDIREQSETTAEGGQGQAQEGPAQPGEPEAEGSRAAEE
SKN-1 block: inhibitors of C. elegans SKN-1; C. elegans VP596 Pgst-4::GFP/RFP ratio, acrylamide-induced, 24 h; inhibition, % at 21.8 µM; actives 0.49% (n = 360,000);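 active means interference check ratio from 0.5 to 1.5 plus GFP to RFP signal ratio inhibition reaching or exceeding a fixed threshold, cut at about 30% in these data, passing the limit was not always enough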; further: some compounds called inactive have numbers as strong as hits
MT1-MMP act inh: MT1-MMP (human) activation inhibition. HT1080 RFP-PRO-GFP cells, GFP/RFP ratio fluorescence, overnight; percent of plate control window, DMSO zero. GFP/RFP ratio change, % at 20 µM. actives 0.061% (n = 360,000);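 active means GFP/RFP ratio change of at least 30% with cell ATP level not reduced by more than half and red fluorescence within 50% of control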; further: strong numbers were not always called active
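Test system: HT1080 RFP-PRO-GFP cells; Benchmarks: DMSO and RFP-L50D-GFP cell wells; Timing: cells overnight before dosing, compound overnight, 37 °C, 5% CO2; Compound: one 20 µM compound dose with 1% DMSO; Read-out: GFP/RFP fluorescence ratio.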
E coli Lon inh: E. coli protease La inhibition | inhibition, % at 7.94 µM | actives 0.42% (n = 360,000) | purified E. coli Lon protease, fluorescence polarization | P0A9M0; in the data active means inhibition above about 13%, passing the limit was not always enough;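 further: 0% = enzyme with probe and DMSO and 100% = no enzyme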
* hit, by the source's call; i = inactive; . = not tested or not shown; + = active, no number.

Structure,Neddylation inh,CendR NRP1 mod,FAS TE block,PABP1 MLLE inh,bovine MsrA act,Rin1 Abl inh,SKN-1 block,MT1-MMP act inh,E coli Lon inh
O=C(CNc1cc(S(=O)(=O)N2CCCC2)ccc1OCC(F)(F)F)Nc1cccc(C(F)(F)F)c1,i,11.7,63.5*,-46.2,-9.1,1.9,7.7,-0.4,4.4
COCCn1c(SCC(=O)NC(=O)NC(C)(C)C)nc2ccccc21,i,-2.5,-6.6,-40.3,-1.6,0.5,-10.7,3.7,-0.7
CCNC(=O)COC(=O)c1ccc(-c2nc3ccccc3s2)s1,+,-16.4,0.5,-3.7,-17.5,3.4,2.6,5.7,3.3
C/C(=N\NC(=O)c1ccc(O)cc1)c1cccc(NC(=O)c2ccc(Cl)cc2)c1,i,8.4,4.5,-8.8,-4.3,-1.0,-4.4,7.0,1.0
Cn1c(/C=C/c2ccc([N+](=O)[O-])o2)nc2ccccc2c1=O,i,-203.5,-7.2,-16.6,4.2,-3.4,33.9,-124.5,-1.6
Clc1ccccc1OCCCCN1CCCC1,i,7.0,-3.0,4.9,0.0,-1.2,-11.1,6.4,6.8
O=C(COC(=O)C1CC1)NCCNC(=O)COC(=O)C1CC1,i,-0.9,-3.5,-6.0,-2.2,-0.4,5.4,5.7,-5.7
CCN(CCn1cccn1)Cc1nc(Cc2cccc(F)c2)no1,i,-1.8,-1.1,4.8,-3.5,1.4,2.3,-1.4,-0.2
Cc1ccc(CNCCCn2cnc3c(OCc4ccccc4)ncnc32)o1,i,-8.0,-9.9,-8.6,-0.8,-4.2,9.6,7.6,2.6
O=C(CNS(=O)(=O)c1ccc(Br)s1)NCc1ccccc1,i,-0.3,-4.3,0.0,-7.7,-0.3,-4.3,-0.7,9.8
CCN(CC)S(=O)(=O)c1ccc(NC(=O)c2ccc(N3CCCC3=O)cc2)cc1,i,16.7,-2.6,8.5,-2.4,2.7,5.2,-1.9,-5.0
CSc1ncccc1C(=O)OCc1ccccc1,i,2.2,6.3,8.3,-1.2,-0.2,4.8,2.3,2.0
CCCC(C)C(=O)NCc1ccncc1 (configuration not stated),i,-4.2,-7.2,-0.9,-2.1,8.2,7.7,-6.1,-4.0
CC(C)CNC(=S)NNC(=O)c1ccc2c(c1)OCO2,i,7.4,-4.9,-33.4,-7.2,5.3,4.2,-0.5,6.9
COc1ccc(-n2c(-c3ccc(Cl)cc3Cl)n[nH]c2=S)c(OC)c1,i,22.3,-6.9,2.1,1.2,-0.1,-13.4,-5.9,5.5
COc1cccc(NC(=O)CSc2nnc(NC(=O)c3ccco3)s2)c1,i,10.1,-6.9,-1.2,-8.1,1.4,-9.7,-2.3,-7.1
O=C(Cn1c(-c2ccccc2)noc1=O)Nc1ccc(N2CCCCCC2)cc1,i,1.7,25.6,1.1,-1.4,-1.0,2.6,-5.8,-2.3
COc1ccccc1Nc1ncnc2c1c(C)c(C)n2CCO,i,-1.4,-0.3,-10.0,-3.5,3.4,3.5,7.2,-2.4
O=C(Cn1[nH]c(=O)c2ccccc2c1=O)OCC(=O)N1CCc2ccccc2C1,i,-3.3,-3.3,2.8,0.4,2.6,-1.2,9.4,-5.4
CCn1c(SCC(=O)NNC(=O)c2ccc(OC)cc2)nnc1-c1cccnc1,i,2.6,-7.7,4.5,-6.8,2.3,5.3,1.1,-8.2

Next structures:
Structure,Neddylation inh,CendR NRP1 mod,FAS TE block,PABP1 MLLE inh,bovine MsrA act,Rin1 Abl inh,SKN-1 block,MT1-MMP act inh,E coli Lon inh
O=C(NC1CCCCC1)C1CCN(C(=O)NCc2ccccc2)CC1,i,4.4,-7.6,-4.4,-9.7,-0.6,-6.2,-3.4,3.7
CCOC(=O)N1CCN(C(=O)c2ccc3c(=O)n(Cc4ccc(Cl)cc4)c(=S)[nH]c3c2)CC1,i,16.6,19.1,-69.6,-0.9,0.8,9.9,-1.6,-6.1
Cc1ccc(NC(=O)c2cc3c(s2)CCC3)cc1S(=O)(=O)N1CCOCC1,i,-9.1,18.6,6.3,-0.1,-2.5,-2.5,-1.3,-3.3
COc1ccccc1OCC(=O)N1CCC2(CC1)CC(=O)c1ccccc1O2,i,-5.8,-5.0,2.2,-4.7,-2.2,-1.2,-0.9,-2.3
COC(=O)[C@@]12C[C@@H](CC(=O)N3CCC(c4ccccc4)CC3)C(=O)N(Cc3cccc4ccccc34)C1=CCC(C)(C)C2,i,4.2,.,.,.,.,5.1,-8.3,.
CCCC(=O)OCC(=O)Nc1ccc([N+](=O)[O-])cc1C#N,i,-2.7,5.2,-4.1,-13.1,2.3,9.8,-5.6,-3.2
COc1ccccc1OCC(=O)OCC(=O)NCCN1C(=O)CSC1=O,i,-3.4,-8.0,-12.2,-13.5,1.2,-32.9,0.2,8.6
CN(C(=O)c1ccc(Cl)c([N+](=O)[O-])c1)C1(C)CCS(=O)(=O)C1 (configuration not stated),i,4.9,-3.2,1.3,-2.1,-4.0,-5.1,-0.2,-8.3
O=C(Nc1ccc(Cl)cc1)C1C2C=CC3(O2)C1C(=O)N(CCN1CCCCC1)C3C(=O)NC1CCCCC1 (configuration not stated),i,5.0,-2.6,-9.8,-0.6,1.3,5.7,0.2,5.9
CCc1nc2ccc(C(=O)NCc3ccc(OC)cc3)cn2c1N(C)CCC(C)C,i,-5.3,13.1,-7.9,-0.3,0.2,5.4,-6.1,4.3
CCOC(=O)CNC(=O)CN1CCC(c2nc3ccccc3[nH]2)CC1,i,15.6,-7.1,-1.7,0.3,2.9,0.9,-4.2,-11.4
Nc1nc(-c2ccccc2)c(C(=O)Nc2ccccc2)s1,i,-3.2,2.6,-17.6,-1.7,0.5,4.5,-5.8,10.2
O=C(Nc1cccc(C(=O)O)c1)/C(=C/c1ccc([N+](=O)[O-])cc1)NC(=O)c1ccccc1,i,-3.8,22.9,11.9,-8.2,-1.3,-16.3,-0.4,-3.5
COc1ccc(C(=O)N2CCN(CCNC(=O)C(=O)Nc3ccc(F)cc3)CC2)cc1,i,1.2,-1.7,0.8,-0.6,3.1,4.7,5.6,4.8
COc1ccccc1N=C1SC(C(=O)Nc2cccc(Cl)c2Cl)C(N)=C1C(N)=O (configuration not stated),i,-0.9,3.3,-9.6,-2.6,-2.1,8.2,-5.2,5.1
C=CCSc1nnc(CCCCCN2C(=O)c3cccc4cccc(c34)C2=O)o1,i,3.0,34.5,-94.1,-6.0,0.3,8.4,1.3,9.3
CCCCOc1ccccc1P(=O)(O)CP(=O)(c1ccccc1)c1ccccc1,i,0.5,-8.9,-7.7,-1.1,-3.0,-11.8,1.1,-2.8
CCC(C)NC(=O)CN1C(=O)c2cccc3cccc1c23 (configuration not stated),i,13.2,-4.5,-4.3,-1.8,-0.8,11.8,-0.3,2.0
COc1cc(C(=O)N2CCN(S(=O)(=O)c3cccc(F)c3)CC2)ccc1OCC(=O)N1CCOCC1,i,-4.0,-8.1,-10.9,-15.1,-0.1,7.8,0.0,-5.2
COc1cc(-c2nc(-c3cccc(C(F)(F)F)c3)no2)cc(OC)c1OC,i,5.2,23.3,-4.8,-3.7,2.4,6.9,-1.7,-8.8

Later entries
Structure,Neddylation inh,CendR NRP1 mod,FAS TE block,PABP1 MLLE inh,bovine MsrA act,Rin1 Abl inh,SKN-1 block,MT1-MMP act inh,E coli Lon inh
CNC(=O)c1[nH]cnc1C(=O)NCC(=O)OCc1ccccc1,i,17.0,0.8,-6.2,-4.1,1.6,-0.5,3.2,-11.1
O=C(Nc1ccccc1C(=O)N1CCCCC1)c1ccco1,i,9.5,-6.3,-14.6,-10.7,2.6,4.6,4.2,11.0
COc1cccc(/C=C/C(=O)OCC(=O)NC2CCCCCC2)c1,.,0.5,2.1,8.4,-4.2,-1.7,25.4,1.1,-9.4
COc1ccc(-c2ccc3oc(-c4ccsc4)cc3c2)cc1,i,-0.9,-4.0,-4.0,-0.9,0.0,4.0,-0.2,8.8
CCN(C(=O)COC(=O)c1n[nH]c2ccccc12)c1ccccc1,i,-14.2,-8.5,8.1,-7.9,4.3,-4.2,-4.2,-1.7
Cc1cccc(C)c1OCCCN1CCOCC1,i,1.8,-2.9,-6.8,-1.1,-0.3,7.1,0.4,3.0
COc1ccc2c(c1)c1nnc(SCC(=O)N3CCCCC3C)nc1n2C (configuration not stated),i,7.7,-1.1,4.5,0.7,0.1,6.7,2.4,-0.4
CS(=O)(=O)c1sc(C#N)c2c1C(=O)CC(c1ccccc1)C2 (configuration not stated),i,1.3,16.4,20.3,-13.6,-5.3,4.2,-16.5,5.2
O=C(Cc1ccccc1)NC(=S)Nc1cc(C(F)(F)F)ccc1Cl,i,6.6,13.7,30.7,-0.9,1.1,-1.3,6.8,-5.4
CCc1ccc(N(C(=O)c2csnn2)C(C(=O)NCc2ccccc2)c2ccco2)cc1 (configuration not stated),i,-4.6,26.6,2.1,0.6,0.1,-2.9,-5.9,-5.4
O=S(=O)(Oc1ccccc1N1CCCCC1)c1ccccc1,i,-13.3,37.4,5.1,0.4,3.5,18.4,0.0,-14.3
CC(C)CC(=O)C1CCCN(C(=O)c2ccc3oc(Cc4ccccc4)nc3c2)C1 (configuration not stated),i,8.8,0.6,-10.4,-7.8,3.3,-15.3,1.2,1.3
COc1ccc(OC2C(=O)N(CCc3ccc(OC)c(OC)c3)C2c2ccc3c(c2)OCO3)cc1 (configuration not stated),i,-7.6,22.4,6.9,0.1,-1.4,6.2,2.5,8.6
COc1ccccc1OCC(=O)Nc1ccc2c(c1)OCO2,i,15.6,-1.6,14.8,-1.6,0.7,0.5,3.5,3.5
CC(C)(C)NC(=O)C(c1ccco1)N(Cc1ccc2c(c1)OCO2)C(=O)Cn1nnc2ccccc21 (configuration not stated),i,11.3,7.7,-2.6,-1.1,-1.7,14.1,7.0,0.2
CCCCn1c(N)c(N(CC)C(=O)c2ccncc2)c(=O)[nH]c1=O,i,4.1,-2.4,-13.9,-3.5,2.2,-2.9,-1.9,0.8
COc1cc(CNc2ccccc2Oc2cc(=O)n(C)c(=O)n2C)cc(OC)c1OC,i,-5.1,3.3,-3.3,-2.8,-1.2,-10.5,3.5,-12.8
CN1CC[C@@]2([C@@]34CCN(C)C3Nc3ccccc34)c3ccccc3NC12 (some centres not stated),i,-4.4,-1.9,-0.8,-0.7,-5.3,-9.8,2.4,1.9
Cc1cc(NC(=O)CSc2nc3ccccc3n2CC(=O)N2CCC(C)CC2)no1,i,-11.7,-3.4,-4.0,-3.6,-0.7,3.6,-2.5,-5.7
COc1ccc(S(=O)(=O)NCC2CCCO2)cc1C(=O)O (configuration not stated),i,0.7,-8.2,-2.1,-10.4,-0.7,2.9,-10.0,4.7
COc1ccc(CCC(=O)Nc2cc(S(C)(=O)=O)ccc2Cl)cc1,i,0.8,-2.6,15.8,-2.8,-1.6,-10.9,1.9,-4.1

Quoted at random: four records from the list
Structure,Neddylation inh,CendR NRP1 mod,FAS TE block,PABP1 MLLE inh,bovine MsrA act,Rin1 Abl inh,SKN-1 block,MT1-MMP act inh,E coli Lon inh
CCCC(C)C(=O)NCc1ccncc1 (configuration not stated),i,-4.2,-7.2,-0.9,-2.1,8.2,7.7,-6.1,-4.0
CSc1ncccc1C(=O)OCc1ccccc1,i,2.2,6.3,8.3,-1.2,-0.2,4.8,2.3,2.0
CCCC(=O)OCC(=O)Nc1ccc([N+](=O)[O-])cc1C#N,i,-2.7,5.2,-4.1,-13.1,2.3,9.8,-5.6,-3.2
COCCn1c(SCC(=O)NC(=O)NC(C)(C)C)nc2ccccc21,i,-2.5,-6.6,-40.3,-1.6,0.5,-10.7,3.7,-0.7
